# From PubChem
# IMP-1 inh: blocks Pseudomonas aeruginosa IMP-1 metallo-beta-lactamase. purified IMP-1, nitrocefin hydrolysis, epi-absorbance fluorescence. inhibition, % at 5.6 µM. 290,000 compounds, 0.45% hits;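 active = inhibition above the mean plus 3 SD of all compounds in the same screening run, cut at about 4.5% in these data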;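 also: 0% = IMP-1 with DMSO and 100% = DMSO wells lacking enzyme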
#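 System: Purified IMP-1 | Read-out basis: Percent enzyme inhibition | Controls: IMP-1 with DMSO as 0%, enzyme-free DMSO as 100% | Replicates: One well per compound | Doses: 5.6 µM nominal single concentration | Detection: Epi-absorbance fluorescence, 480 nm excitation, 530 nm emission | Incubation: 25 °C, 15 min preincubation, 25 min reaction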
# FID counter: fluorescent intercalator displacement, NS3 helicase counter-screen; DNA fluorescent intercalator displacement, fluorescence; inhibition, % at 7.9 µM; 290,000 compounds, 0.17% hits; in the data active = inhibition above about 37%;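 also: 0% = vehicle and 100% = reference compound; higher means more ethidium bromide displaced from hairpin DNA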
# M18AAP inhibitor: PfM18AAP enzyme inhibition; recombinant PfM18AAP, H-Glu-NHMec fluorogenic cleavage; inhibition, % at 7.35 µM; 290,000 compounds, 1.2% hits; AID 1822;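 active = inhibition above the campaign mean inhibition over all tested compounds plus 3 SD, cut at about 28% in these data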;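 also: 0% = plate median of test compound wells and 100% = 2 mM ZnCl2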
# MEKK2 mut-MEK5: signal of MEK5 binding to mutant human MEKK2 PB1 domain; bead flow cytometry, Alexa488-MEK5 binding to MEKK2 mutant; percent response, % at 10 µM; 290,000 compounds, 0.35% hits; in the data active = percent response above about 24%, passing the limit was not always enough; also: inactives centre near 1; some results filed as inactive read as strong as hits
# SUMO HTRF inh: SUMOylation inhibition | P63279 | HTRF SUMOylation assay, SAE1/SAE2 + UBC9, in vitro | inhibition, % at 35 µM | 290,000 compounds, 0.36% hits; in the data active = inhibition above about 50%, passing the limit was not always enough; also: strong numbers were not always called active
# Target sequence (P63279 whole entry, looked up): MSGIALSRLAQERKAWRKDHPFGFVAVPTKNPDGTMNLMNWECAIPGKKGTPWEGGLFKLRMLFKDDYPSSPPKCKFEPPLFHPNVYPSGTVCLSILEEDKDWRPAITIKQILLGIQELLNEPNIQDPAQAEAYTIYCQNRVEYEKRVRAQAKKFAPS
# NALP1 inh: blocks the NALP1 inflammasome reconstituted in yeast | S. cerevisiae NALP1/ASC/caspase-1 growth, X-gal OD620, 72 h | inhibition, % at 10 µM | 280,000 compounds, 0.61% hits | AID 2071; in the data active = inhibition mostly above about 24%, no sharp cut-off; inactive = mostly below about 32%; also: some compounds called inactive have numbers as strong as hits
# VIM-2 inh: blocks Pseudomonas aeruginosa VIM-2 metallo-beta-lactamase; purified VIM-2, nitrocefin hydrolysis, epi-absorbance fluorescence; AID 1527; inhibition, % at 5.6 µM; 290,000 compounds, 0.89% hits;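 active = inhibition above the mean of all tested compounds plus 3 SD, cutoff set per screening run, cut at about 7.5% in these data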;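 also: red hydrolysis product quenches plate fluorescence so inhibitors raise well fluorescence; 0% = enzyme with DMSO and 100% = DMSO without enzyme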
# NS3 helicase inh: blocks Hepatitis C virus NS3 helicase unwinding | NS3 helicase DNA unwinding, Cy5 molecular beacon fluorescence | inhibition, % at 10.9 µM | 290,000 compounds, 0.56% hits;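 active = inhibition above the mean of all tested compounds plus 3 SD, set per campaign, cut at about 35% in these data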;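 also: 0% = DMSO wells and 100% = thioflavine S control wells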
#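 System: NS3 helicase fragment of HCV / Schedule: 1 h at 25 °C / Control set: DMSO alone as 0% and 110 µM thioflavine S as 100% / Reagent: Cy5/quencher beacon DNA duplex and ATP to start / Technique: Cy5 fluorescence / Replication: singlicate / Evaluation: % inhibition of end-to-start signal ratio versus controls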
# MEKK2 WT-MEK5: raises or lowers MEK5 binding to wildtype human MEKK2 PB1 domain | 290,000 compounds, 1.1% hits | bead flow cytometry, Alexa488-MEK5 binding to MEKK2 WT; actives lie on both sides | AID 1531 | binding response (% of control), % at 10 µM; in the data active = binding response below about 67% or above about 130%
# Starred values were filed as active, the others as inactive; x = not tested or not shown. Rows are unselected. Share with any hit: about 4.7%.
SMILES,IMP-1 inh,FID counter,M18AAP inhibitor,MEKK2 mut-MEK5,SUMO HTRF inh,NALP1 inh,VIM-2 inh,NS3 helicase inh,MEKK2 WT-MEK5
O=c1sc(Nc2ccccc2)nc2ccccc12,-3.3,0,-4,-5,12,-2,-1.0,0,97
Cc1ccc(N2NC(=O)/C(=C/C=C/c3ccco3)C2=O)cc1C,-1.4,-6,5,5,-18,0,-2.6,32,105
COc1cccc(OCC(=O)Nc2ccccc2-c2ccccc2)c1,-2.0,-13,-4,-5,3,16,-1.5,7,104
COc1cc2[nH]c(=S)n(CCCN3CCOCC3)c(=O)c2cc1OC,-2.9,-4,-3,-2,1,6,1.0,-5,94
CCOc1ncccc1C(=O)NNC(=O)c1ccccc1-n1cccc1,-2.6,-11,0,3,2,8,-3.8,-4,106
COc1ccc(CCNC(=O)c2cc(COc3c(C)cccc3C)on2)c(OC)c1,-4.2,-19,-6,9,-16,-2,-3.1,-8,105
O=C(Nc1ccc(Cl)cn1)c1ccc2[nH]c(=O)c(=O)[nH]c2c1,-2.2,-2,0,2,-1,10,-2.4,9,100
O=C(c1cc(-c2ccc(Cl)cc2)n(-c2ccc(Cl)c(Cl)c2)n1)N1CCOCC1,-1.0,-2,-2,12,2,37,-1.0,-3,106
Cc1ccc(CNC(=O)CC(C)S(=O)(=O)c2cc3c(cc2C)NC(=O)CO3)cc1 (centres undefined),-2.8,-23,0,4,-1,2,-2.5,-8,106
Cc1cc(C)c(NC(=O)COC(=O)C2CCC2)c(Cl)c1,-4.0,-4,0,10,12,2,-5.1,-3,110
O=C(O)CCS(=O)(=O)c1ccccc1Cl,-4.1,-2,4,-1,-5,4,0.4,2,98
CCN1CCCC1CN(Cc1cc2ccc(C)cc2[nH]c1=O)C(=S)Nc1ccc(OC)cc1 (centres undefined),-0.9,-1,-8,-2,-7,27,-1.5,5,98

# Two compounds picked at random from the list so far:
SMILES,IMP-1 inh,FID counter,M18AAP inhibitor,MEKK2 mut-MEK5,SUMO HTRF inh,NALP1 inh,VIM-2 inh,NS3 helicase inh,MEKK2 WT-MEK5
O=C(Nc1ccc(Cl)cn1)c1ccc2[nH]c(=O)c(=O)[nH]c2c1,-2.2,-2,0,2,-1,10,-2.4,9,100
Cc1cc(C)c(NC(=O)COC(=O)C2CCC2)c(Cl)c1,-4.0,-4,0,10,12,2,-5.1,-3,110

# Continuation.
SMILES,IMP-1 inh,FID counter,M18AAP inhibitor,MEKK2 mut-MEK5,SUMO HTRF inh,NALP1 inh,VIM-2 inh,NS3 helicase inh,MEKK2 WT-MEK5
Cc1cccc(CCNS(=O)(=O)c2ccc3c(c2)n(C)c(=O)c(=O)n3C)c1,-2.1,-9,1,-8,7,-3,0.1,-1,93
O=P(c1ccccc1)(c1ccccc1)c1nc(-c2ccccc2)oc1NCc1ccccc1,-0.1,-4,-1,-6,-22,10,-0.3,-2,87
COc1ccc(N2CCN(C(=O)COc3ccc(Cl)cc3Cl)CC2)cc1,-2.8,-6,8,10,-6,12,-4.5,-4,104
COc1ccc(CNC(=O)c2ccc(SC)cc2OC)cc1,-4.2,-24,2,-1,8,32,-1.9,-9,106
Cn1c(SCC(=O)Nc2cccc(C(=O)O)c2)nnc1-c1cc2cc(Br)ccc2o1,-3.1,-28,2,-3,14,-6,-1.7,16,90
Cn1c(=O)c(C(=O)CCl)c(N)n(Cc2ccccc2)c1=O,-1.9,2,0,6,10,28,-3.8,4,103
COc1ccc(C)cc1C(=O)CCC(=O)NCCc1ccc(S(N)(=O)=O)cc1,-2.0,-14,-2,2,-2,19,-1.7,-1,103
COc1ccc(-n2c(C)cc(C(=O)COC(=O)Cn3cnc4ccccc43)c2C)cc1,-2.2,-14,9,13,1,-3,-2.8,-10,120
N#Cc1nc(-c2ccccc2)oc1NCc1ccco1,-1.5,2,6,8,26,26,0.6,1,114
COc1ccccc1NC(=O)COc1ccc(Br)cc1CNCCCN1CCOCC1,-0.8,30,-5,-1,-10,15,-1.4,-18,103
Cc1cc([N+](=O)[O-])c2[nH]c(C(=O)N/N=C/c3ccccc3C(=O)O)c(-c3ccccc3)c2c1,-1.9,-2,-15,x,-4,-12,-0.6,19,x
CCOC(=O)c1sc(=NC(=O)c2ccc(F)cc2)n(C)c1C,-3.0,-1,1,4,2,12,0.8,3,106

# Complete entries, looked up by structure. Screens in order: IMP-1 inh, FID counter, M18AAP inhibitor, MEKK2 mut-MEK5, SUMO HTRF inh, NALP1 inh, VIM-2 inh, NS3 helicase inh, MEKK2 WT-MEK5
# `COc1ccccc1NC(=O)COc1ccc(Br)cc1CNCCCN1CCOCC1` is listed with -0.8, 30, -5, -1, -10, 15, -1.4, -18, 103
# `CCOC(=O)c1sc(=NC(=O)c2ccc(F)cc2)n(C)c1C` is listed with -3.0, -1, 1, 4, 2, 12, 0.8, 3, 106

# Remaining list, next part:
SMILES,IMP-1 inh,FID counter,M18AAP inhibitor,MEKK2 mut-MEK5,SUMO HTRF inh,NALP1 inh,VIM-2 inh,NS3 helicase inh,MEKK2 WT-MEK5
CC(C)c1ccc(/C=C/C(=O)NC2=NCCS2)cc1,-2.0,-11,-7,x,24,1,-1.6,-35,x
CCn1c(SCc2ccccc2)nc2cc(S(N)(=O)=O)ccc21,-2.5,-25,3,-4,-2,2,0.8,1,98
CCOc1ccc(NC(=O)CCC(=O)c2ccc(-c3ccccc3)cc2)cc1,-3.2,1,-4,-3,11,20,-2.1,-5,94
O=C(NC1CCCCC1)c1cc(-c2cccc(Cl)c2)on1,-5.2,-10,-3,5,11,15,-2.9,1,106
CCc1nc(SCC(=O)Nc2nc3c(s2)CCCC3)c2ccccc2n1,-3.8,-14,2,-1,-11,13,-3.9,-11,99
CCOc1ccc(C(=O)N2CCCC2)cc1,0.8,-2,-1,-4,16,-1,0.0,8,91
Cc1cc(C)c2cc3c(N)c(C(=O)N4CCc5ccccc5C4)sc3nc2c1,0.0,-9,7,6,4,27,-0.7,6,100
CC(C)(C)NC(=O)N1CCN(c2nc(-c3ccccc3)ns2)CC1,-3.0,-18,-6,-1,9,x,-2.1,1,93
Cc1nn(C(C)C(=O)NC(C)CCc2ccccc2)c(=O)c2cc3occc3n12 (centres undefined),-2.9,-45,4,3,11,-4,-1.4,6,104
Cc1cc(C)c(C)c(S(=O)(=O)Nc2cccc(-n3cnnn3)c2)c1C,-3.1,-28,-1,0,8,-7,-0.9,-9,94
Cc1ccc(CNc2nc(C)c(C(=O)N(C)C)s2)cc1,-0.7,-12,-8,0,6,15,-1.6,-1,99
CN1CC(c2ccccn2)C2(SC(=S)N(Cc3ccccc3)C2=O)C12C(=O)Nc1ccccc12 (centres undefined),-3.4,-21,-5,1,-18,20,-4.8,-15,96
COC(=O)c1ccc(C(=S)NCC2(N(C)C)CCCCC2)cc1,-5.1,6,8,13,-6,-1,-3.1,-1,105
COc1cccc(NC(=O)c2cnn(-c3ccccc3)c2C)c1,-3.8,-18,3,4,-1,9,-1.6,-3,110
O=C(Nc1ccccc1)N(O)c1ccc(Cl)cc1,-3.5,0,-16,-1,6,8,-1.8,14,98
CC(C)OP(=O)(OC(C)C)C(O)c1ccc2c(c1)OCO2 (centres undefined),-2.9,-5,-10,-1,-7,17,-2.7,1,106
CSc1ccccc1NC(=O)Nc1ccccc1Cl,-2.1,-3,1,11,7,46,-1.3,-6,102
CC(C)(C)C1=Nn2c(nnc2-c2n[nH]c3c2CCC3)SC1,-1.5,-10,4,2,13,-8,-1.7,-1,108
O=C1OCc2cc(NC(=O)C3CCCO3)ccc21 (centres undefined),-2.6,-17,7,-2,29,2,-0.8,21,98
Clc1ccc(Nc2nc(C3CC3)cs2)cc1,0.1,2,-2,x,6,32,0.8,-9,x
CCOC(=O)Cn1c(-c2ccc(OC)cc2)c(-c2ccc(OC)cc2)nnc1=O,-0.7,-23,0,2,8,12,-1.6,3,104
O=C(NCCc1ccc2c(c1)OCCO2)c1ccccc1F,-1.7,-6,4,0,-5,21,-5.1,-1,99
COc1ccccc1NC(=O)C1CCCN(C(=O)NCc2ccccc2)C1 (centres undefined),-1.8,-11,0,-3,-7,-4,-2.5,-16,101
CCC1C(=O)Nc2ccccc2N1C(=O)c1ccc(Cl)nc1 (centres undefined),-1.6,-5,-4,-2,14,0,-0.2,8,100
Fc1ccc(NC(=S)Nc2nccs2)cc1,-4.2,5,10,0,9,0,-4.5,12,97
O=C(O)CCc1nc2cc(Cl)ccc2n(Cc2ccccc2)c1=O,-2.9,-30,-9,-4,2,14,2.7,12,98
CCCN1Cc2cccc(C(=O)NCCc3cccc(C)c3)c2C1=O,-2.8,-34,-3,-2,-4,25,-1.3,-5,95
CCOC(=O)c1cccc(NC(=O)CNC(=O)C2CCCCC2)c1,-5.0,-9,-28,4,25,17,-3.1,16,105
COC(=O)CNc1nc(Cl)nc(NC2CCCCC2)n1,-1.0,-6,-1,1,12,0,-1.4,-6,101
CC1(C)CC(=O)C(C=NCc2ccccn2)=C(O)C1,-3.7,0,8,0,13,-30,-4.2,2,96
CC1CC(=O)N(CC(=O)Nc2ccc3c(c2)OCO3)c2ccccc2S1 (centres undefined),-2.5,-20,-1,9,25,22,-2.8,4,104
CC(C)(C)OC(=O)N1Cc2ccccc2C[C@H]1C(=O)NCC(=O)NCC1CCCO1 (some centres undefined),-1.5,-29,-9,-1,19,9,-0.2,-1,98
COc1cccc(/C=C/c2[nH]c(=O)[nH]c(=O)c2[N+](=O)[O-])c1O,-2.3,-1,14,5,19,8,-1.3,20,107
O=C(Nc1c(C(=O)N2CCCCC2)cnn1-c1ccccc1)c1ccccc1,-6.0,-9,-5,4,-3,1,1.7,0,110
CN(CC(=O)Nc1ccc(Cl)cc1)C(=O)CCC1CCCC1,-2.0,-20,2,8,6,11,-0.5,-3,110
CCOc1ccccc1N(C(=O)c1snc(C(N)=O)c1N)C(C(=O)NCC1CCCO1)c1ccc2ncccc2c1 (centres undefined),-4.3,-44,1,0,12,12,-1.8,2,97
O=[N+]([O-])c1ccc(O)c(CSc2nnnn2-c2ccccc2)c1,-1.9,0,6,3,-1,6,-0.3,2,103
CC(C)N(C(=O)CN1C(=O)NC2(CCCCCC2)C1=O)C(C)C,-0.2,-6,-3,0,4,-25,-2.4,1,98
CSc1nc(N)nc(SCC(=O)CC(=O)OC(C)C)c1C#N,0.5,3,9,-1,4,1,1.9,9,95
CCN1CN(CCc2ccccc2)CNC1=S,-2.1,-4,-2,0,-1,20,-2.1,6,100
COc1ccc(OC)c(NC(=O)c2cc3c(Cl)nc4ccccc4c3s2)c1,-1.9,-16,3,-1,23,16,-2.7,10,95
N#CCC(=O)NNc1c([N+](=O)[O-])cc(C(F)(F)F)cc1[N+](=O)[O-],-6.0,-4,8,0,-10,x,-4.1,-4,100
NC(=O)c1cc(S(=O)(=O)N2CCN(c3ccc([N+](=O)[O-])cc3)CC2)cs1,-2.1,4,4,3,15,13,-0.2,-6,111
CSC(=NC1CCCCC1)NS(=O)(=O)c1ccccc1,-2.9,-11,3,5,3,17,-3.6,-2,106
CN(CC(=O)Nc1cccc(F)c1)C(=O)CC1CC2CCC1C2 (centres undefined),-0.1,-17,-14,2,9,25,-1.4,-2,106
Cc1ccc(S(=O)(=O)N[C@@H](CC(C)C)C(=O)NCc2ccco2)cc1,-1.7,-2,-1,1,-15,8,-1.5,6,101
COCCNC(=O)Cn1cc(C(=O)c2cccs2)c2ccccc21,-4.2,0,-3,13,x,x,-0.8,-7,104
